GALK inh: inhibitors of human galactokinase. P51570. Purified GALK, Kinase-Glo residual ATP luminescence. Potency, µM (top dose mostly 57.5 µM), for inactives: top-dose activity change, negative = inhibition, usual class: inhibitors. 270,000 tested, 0.007% active. AID 1868; further: potency means the concentration at half of the fitted maximal effect; on the % scale 0 is the no-effect control and ±100 the full control effect
Target sequence (P51570 whole entry, looked up): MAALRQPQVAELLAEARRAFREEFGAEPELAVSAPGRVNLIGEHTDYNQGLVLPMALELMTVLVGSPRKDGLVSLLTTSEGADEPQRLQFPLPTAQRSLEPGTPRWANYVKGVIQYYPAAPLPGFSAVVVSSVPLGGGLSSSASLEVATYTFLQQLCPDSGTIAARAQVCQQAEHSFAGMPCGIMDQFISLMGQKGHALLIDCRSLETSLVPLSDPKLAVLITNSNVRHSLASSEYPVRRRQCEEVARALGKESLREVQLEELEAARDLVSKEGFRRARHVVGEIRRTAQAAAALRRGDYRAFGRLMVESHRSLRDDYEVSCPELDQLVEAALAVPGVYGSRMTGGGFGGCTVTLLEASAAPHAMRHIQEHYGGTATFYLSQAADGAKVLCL
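The enzyme phosphorylates galactose (100 uM) using ATP (35 uM); inhibition is detected as higher residual ATP, quantified by bioluminescence after 1 h reaction at room temperature, pH 8.0.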
FBPA coupling cs: coupling enzyme interference in Giardia aldolase counter-screen; coupling enzyme system counterscreen, AmpLite Red fluorescence; activity change, negative = inhibition, % at 58.2 µM, hits read low; 290,000 tested, 0.67% active; in the data active means activity change below about -30%; further: on the % scale 0 is the no-effect control and ±100 the full control effect
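Activity here indicates interference with the coupling reaction, not aldolase inhibition. Compounds at 57.5 uM final met coupling enzymes for 10 min at RT; substrate and AmpLite Red detection followed, with a 525/598 nm fluorescence read after 20 min.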
TCR activator: T cell receptor activation. primary human leukocytes, anti-CD3, IL-2 HTRF, 48 h. Potency, µM (titrated, usually from 9.22 µM), for inactives: at the highest dose activation of IL-2 secretion, most hits filed as activators. AID 504894. 330,000 tested, under 10 active; further: % of control where 0% means no effect
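48 hr co-incubation of compounds, a-CD3 beads and primary human leukocytes; IL-2 quantified homogeneously by HTRF with anti-IL-2 K and d2 conjugates.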
A-T KAP1 phos: potential ataxia-telangiectasia treatments restoring KAP-1 phosphorylation; 320,000 tested, 0.19% active; Potency, µM (titrated, usually from 57.5 µM), inactives show at the top dose activation, actives largely listed as activators; […] A-T fibroblasts, KAP-1 phosphorylation AlphaLISA; neocarzinostatin DNA damage 30 min before lysis; further: potency means the concentration at half of the fitted maximal effect; % of control where 0% means no effect; nearly all actives have a fitted effect of over 45% in size
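ATM-like activity read as KAP-1 phosphorylation via AlphaLISA donor/acceptor antibody pairs after lysis and 6 hr at 25C. Cells were ATM-null patient fibroblasts ([…], hTERT), dosed 60 min, then exposed to the DSB inducer NCS for 30 min.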
TSHR antagonist: blocks TSH signaling through the human TSH receptor | activity change, negative = inhibition, % at 11.5 µM | 330,000 tested, 0.2% active | P16473 | TSHR-expressing cells, TSH-stimulated cAMP HTRF, 2 h; hits give low values;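 active means activity change below a set negative limit, meaning inhibition stronger than a set level, cut at about -70% in these data; inconclusive means activity change between two set negative limits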; further: on the % scale 0 is the no-effect control and ±100 the full control effect
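TSHR-expressing cells, 200/well, pre-treated with compound, then stimulated with EC80 TSH (4nM final) for 2 hours at 37 deg C. cAMP measured by competitive HTRF: anti-cAMP cryptate antibody in lysis buffer plus cAMP-d2, read after 30 minutes at room temperature.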
BCR signal inh: chronic active BCR signaling inhibition | ABC-DLBCL IkBa-CBG/CBR reporter, luminescence ratio, 4 h | Potency, µM (top dose mostly 46.1 µM), for the others: at the highest dose ratio change, negative = lower green/red ratio, actives largely listed as inhibitors | 340,000 tested, 0.05% active | AID 493014; active means well fitted inhibition curve with a large enough effect in the signal ratio, with a control signal flat, not every such curve was filed as active; inconclusive means small, poorly fitted or top-dose-only effect, or effect the other way, or a change in a side signal; the % refers to the signal ratio;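 further: potency means the concentration at half of the fitted maximal effect; plate controls were basal doxycycline-induced cells for no effect and cells given 10 µM MG132 for full effect; MG132 reads +100%, hits lower the ratio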
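Concentration-response series (up to 46 uM) were applied to TMD8 dual-reporter cells for 4 h at 37C with doxycycline. Green/red ratio, after filter-overlap correction, defined %Activity; red signal alone was normalised to basal cells and zero luminescence.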
Giardia kill: kills Giardia lamblia; Giardia lamblia trophozoite viability; activity change, % at 7.66 µM, hits read low; 340,000 tested, 0.15% active; AID 540267; in the data active means activity change below about -80%; inconclusive means between about -30% and that limit;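 further: parasites exposed to compound for two days anaerobically before the ATP read; on the % scale 0 is the no-effect control and ±100 the full control effect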
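Luminescent ATP signal served as the viability read-out, measured 15-30 min after adding ATP detection reagent to trophozoites that had been incubated with compounds for 48 hrs at 37 deg C anaerobically at 100 cells/well.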
hERG WT inh: inhibitors of human wildtype KCNH2 potassium channel | Q12809 | U2OS, BacMam KCNH2, thallium flux FluxOr; hits give low values | activity change, % at 1.84 µM | 340,000 tested, 0.37% active | AID 720551;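 active means maximum activity change below -70%; inconclusive means maximum activity change between -70% and -50%; inactive means maximum activity change above -50%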; further: on the % scale 0 is the no-effect control and ±100 the full control effect
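U2OS cells were transduced with wild-type KCNH2 virus (2.03 x 10^8 / mL) for 4 h at room temperature, then cultured overnight at 37 C. Thallium flux was read with FluxOr dye. Rate constants were normalized to DMSO controls.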
CXXC DNA block: inhibitors of human MLL CXXC domain-DNA interaction. Potency, µM (titrated, usually from 115 µM), inactives show at the highest dose activity change, negative = inhibition, actives largely listed as inhibitors. MLL-CXXC / FITC-HOXA9 DNA fluorescence polarization. Q03164. 290,000 tested, 0.037% active. AID 2662; active means well fitted inhibition curve with a large enough effect in the polarisation, with a control signal flat, not every such curve was filed as active; inconclusive means small, poorly fitted or top-dose-only effect, or effect the other way, or a change in a side signal; inactive means no such curve, though single readings can be large or run the other way; the % refers to the polarisation; further: potency means the concentration at half of the fitted maximal effect
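Steps: dispense CXXC domain solution (7 uM) → pin compounds or unlabeled HOX-A9 DNA control → 5 min ambient → add FLSN-HOX-A9 solution (50 nM) → spin → 30 min ambient → fluorescence polarization. Tris pH 7.5/NaCl/DTT/BSA buffer.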
Tb PFK inh: blocks T. brucei phosphofructokinase. T. brucei PFK, ADP-Glo luminescence. Potency, µM (top dose mostly 57.5 µM), for the others: at the highest dose activity, negative = inhibition, actives largely listed as inhibitors. 330,000 tested, 0.17% active. AID 485367;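 further: potency means the concentration at half of the fitted maximal effect; 0% = uninhibited 1x PFK enzyme wells and -100% = no-enzyme wells; nearly all actives have a fitted effect of over 60% in size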
Target sequence (O15648 whole entry, looked up): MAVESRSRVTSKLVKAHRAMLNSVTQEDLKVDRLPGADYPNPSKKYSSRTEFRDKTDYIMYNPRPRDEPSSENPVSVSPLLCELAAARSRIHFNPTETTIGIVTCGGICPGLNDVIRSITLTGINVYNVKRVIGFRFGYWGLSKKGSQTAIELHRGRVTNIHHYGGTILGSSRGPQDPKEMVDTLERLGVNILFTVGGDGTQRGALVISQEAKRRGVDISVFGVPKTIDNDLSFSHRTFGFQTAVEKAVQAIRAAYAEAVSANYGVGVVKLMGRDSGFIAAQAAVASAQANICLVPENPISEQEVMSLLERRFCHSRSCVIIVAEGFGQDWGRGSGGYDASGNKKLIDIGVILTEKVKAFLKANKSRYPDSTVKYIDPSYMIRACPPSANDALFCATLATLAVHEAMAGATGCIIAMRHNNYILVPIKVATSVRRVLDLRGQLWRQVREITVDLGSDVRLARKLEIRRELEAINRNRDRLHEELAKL
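Activity is normalized to no-enzyme wells (full inhibition) and 1.25 nM enzyme wells (no inhibition). Reaction: 0.5 mM F6P, 0.1 mM ATP, 45 min RT, ADP-Glo luminescence; concentration-response curves fitted and classed by quality.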
Starred values were filed as active, the others as inactive; ? = inconclusive; / = not tested or not shown; [ ] = another dose, or the depositor's remark. Unless noted, the call rests on the fitted dose curve; in most records, active means well fitted curve in the direction sought with a large enough effect; inconclusive means small, poorly fitted or top-dose-only effect, or another doubt; inactive means no such curve, though single readings can be large; an effect the other way counts as inactive or inconclusive. No enrichment for hits; 1.6% or so of the library scored in one or more.

Structure	GALK inh	FBPA coupling cs	TCR activator	A-T KAP1 phos	TSHR antagonist	BCR signal inh	Giardia kill	hERG WT inh	CXXC DNA block	Tb PFK inh
COC(CNC(=O)C(=O)NCC1CCCN1S(=O)(=O)c1cccs1)OC (stereo not drawn)	/	/	1.6%	1.4%	-0.9	-3.6%	-5.9	-6.5	/	-3.5%
Cc1ccccc1CNC(=O)c1ccc(Cl)c([N+](=O)[O-])c1	/	2.4	-5.0%[46.1 µM]	1.4%	35.1	?	19.5	-1.6	1.1%	-6.1%
C=CC[C@@H](CC(=O)N[C@H](CO)Cc1ccccc1)C(=O)N[C@@H](C)COC(=O)[C@@H](CC=C)CC(=O)OC(C)(C)C	/	/	-2.2%	-6.0%	-5.6	-0.3%	-6.7	-14.5	/	0.0%
Cc1ccc(C(=O)NCC(=O)OC(C)C(=O)Nc2ccc(N(C)C)cc2)cc1C (stereo not drawn)	4.8%	-3.9	-11.9%	-0.2%	-2.9	?	15.3	1.7	-1.0%	-0.6%
Fc1ccc(/C=C2\CCCC3=C2NC(=S)NC3c2ccc(F)cc2)cc1 (stereo not drawn)	1.4%	-0.7	5.9%[46.1 µM]	-6.6%	5.2	-0.5%	/	/	-2.0%	-0.5%
CC1CCCN(CCC(=O)c2ccc(Br)cc2)C1 (stereo not drawn)	-0.1%	1.2	10.3%	6.4%	0.6	1.1%	13.8	9.9	23.5%	-8.7%
Cc1cc(C)c(OCC(=O)Nc2nnc(C3CC3)s2)c(C)c1	/	/	-1.9%	2.5%	-3.7	?	4.5	-0.9	/	-3.3%
CC1(C)CSC(=NCc2ccccc2)N1C(=O)c1cccc([N+](=O)[O-])c1	-2.7%	0.9	1.0%[46.1 µM]	1.7%	-8.0	?	32.5[activator]	9.5	17.1%	9.7%
Cc1nc2scc(-c3ccc(Cl)cc3)c2c(=O)n1N	0.9%	2.0	1.2%	1.3%	-6.6	-4.2%	29.8	5.4	8.7%	-4.2%
C=CCOc1ccccc1C1C2=C(CC(C)(C)CC2=O)Nc2c1c(=O)n(C)c(=O)n2C (stereo not drawn)	-0.7%	1.3	2.3%	4.5%	1.8	?	9.3	0.7	42.7%[activator]	-0.7%
CC(=O)Nc1ccc(NC(=O)CSc2nnc(C)c(=O)n2N)cc1	-1.5%	1.2	-2.6%	1.5%	1.3	-13.5%	1.7	4.6	-1.7%	1.2%
Cc1cccc(-n2c(N)cc(=O)nc2SCC(=O)Nc2cc(C)on2)c1	-0.3%	-1.2	-39.5%	1.3%	2.2	3.4%	27.2	3.8	-1.7%	-1.3%
COCCCNC(=O)CC(NS(=O)(=O)c1ccc(OC)cc1)c1ccc(OC)cc1 (stereo not drawn)	0.3%	0.2	3.0%	-7.0%	4.7	?	12.2	1.9	6.5%	0.6%
CC(C)N(Cc1cc2ccccc2[nH]c1=O)C(=O)c1ccco1	3.6%	-2.1	10.0%	4.5%	23.6	?	-9.0	4.4	-2.2%	-0.1%
Nc1c(-c2ccccc2)c(CN2CCOCC2)nn1-c1cccc([N+](=O)[O-])c1	1.1%	1.7	3.2%	-0.5%	-1.9	-3.3%	-20.3	0.7	0.7%	3.1%
O=C(Cn1nnc2ccccc21)Nc1ccccc1[N+](=O)[O-]	-1.3%	-0.7	-4.0%	-1.6%	-6.1	-3.7%	36.6[activator]	3.8	-1.2%	7.6%
CCOC(=O)c1ccc(NC(=S)N(CCCN2CCCC2)Cc2ccco2)cc1	1.3%	2.9	-1.3%[46.1 µM]	-6.9%	13.7	-0.8%	18.7	-1.8	-7.7%	-0.9%
CCOC(=O)c1c(O)c2ccccc2n(C)c1=O	-2.1%	-10.8	-0.5%	-3.0%[11.5 µM]	0.9	?	7.3	-0.1	6.0%	2.2%
CCCCOC(=O)CCc1n[nH]c(=O)[nH]c1=O	-0.2%	2.8	-2.5%	-5.3%	-14.5	-0.2%	0.7	2.8	-1.3%	-2.4%
CC(C)(C)n1nnnc1C(c1cccs1)N(Cc1cccnc1)Cc1ccccc1Cl (stereo not drawn)	-2.0%	-1.8	-6.0%	11.0%	-14.3	?	-6.2	1.4	2.7%	4.3%

Next part.
Structure	GALK inh	FBPA coupling cs	TCR activator	A-T KAP1 phos	TSHR antagonist	BCR signal inh	Giardia kill	hERG WT inh	CXXC DNA block	Tb PFK inh
COc1ccc(NS(=O)(=O)c2cc(NC(=O)CCNC(C)=O)ccc2N2CCOCC2)cc1	/	/	-6.5%	8.2%	8.5	?	-8.5	-4.4	/	0.0%
O=C(/C=C/c1ccc(Cl)cc1)Nc1cc(S(=O)(=O)N2CCOCC2)ccc1N1CCOCC1	/	/	-0.1%[46.1 µM]	-3.9%	-22.8	6.0%	29.8	8.1	/	0.9%
CN(C)CC(=O)Nc1ccc2cn[nH]c2c1	0.9%	0.4	-11.7%	5.3%	1.8	-20.2%	4.6	-29.0	-2.4%	-1.3%
CCn1c(N2CCN(C(=O)C34CC5CC(CC(C5)C3)C4)CC2)nc2ccccc21	0.4%	1.8	/	1.4%	-10.7	-2.2%	-17.5	11.1	-3.4%	-0.9%
Cc1ccc(C)c(NC(=O)Cn2nc(-c3ccccc3)nc2-c2ccccc2)c1	-0.7%	-1.5	0.6%	8.8%	44.4	0.1%	-6.3	6.4	21.7%	0.2%
CCOc1ccccc1N(CC(=O)NC1CCCCC1)C(=O)CNC(=O)c1ccco1	0.0%	4.1	2.5%[46.1 µM]	/	4.5	-2.8%	2.5	8.9	7.1%	-2.9%
CC(C)Oc1ccc(Br)cc1/C=N\NC(N)=S	-0.3%	-15.3	-3.7%[46.1 µM]	5.4%	13.0	?	-7.1	-3.4	0.5%	-1.1%
O=S(=O)(c1ccc(Cl)cc1)N1CCSC1c1ccco1 (stereo not drawn)	6.8%	-7.6	1.9%	6.6%	-6.1	1.7%	1.2	-3.4	3.1%	-3.8%
CC(=O)c1ccc(OCC(O)CN2CC(C)OC(C)C2)cc1 (stereo not drawn)	0.2%	-0.4	1.5%	8.3%	8.9	-4.0%	-8.3	1.9	-3.9%	-4.2%
Nc1cccnc1Sc1cc(Cl)cc(Cl)c1	-2.4%	-0.9	3.4%	5.7%	-11.0	?	13.8	-19.4	5.3%	-8.1%
CC(C)NCCCOc1ccc(Cl)cc1Br	0.4%	-2.6	5.3%	10.5%	-4.4	?	9.4	21.1	-5.9%	-10.0%
CC(C)OCCCn1c(=N)c(S(=O)(=O)c2ccccc2)cc2c(=O)n3ccccc3nc21	3.8%	/	-7.0%	0.6%	-1.7	3.7%	18.3	-6.2	-2.0%	0.5%
Cn1c(SCC(=O)NC2CCCC2)nnc1-c1ccco1	5.6%	3.0	3.5%	-1.4%	-11.5	-3.6%	-9.4	5.7	19.9%	-1.4%
CCOC(=O)c1cnc(SC2CC(=O)N(c3ccccc3)C2=O)nc1N (stereo not drawn)	-0.5%	3.7	-0.2%	0.8%	-2.0	1.9%	22.8	9.1	-10.8%	-9.0%
O=C(NCCc1ccc(Cl)cc1)C1CC(=O)N(C2CCCC2)C1 (stereo not drawn)	-2.1%	1.0	3.9%	2.3%	11.0	-7.8%	6.7	-10.3	0.9%	2.6%
O=C(CSc1nncs1)NC1CCCCCCC1	/	/	4.2%	-11.3%	-1.8	1.5%	5.5	-3.8	/	0.0%
Cc1cc(C)c(NC(=O)/C(=C/c2ccccc2)c2ccccc2)c(C)c1	1.1%	6.0	0.5%[46.1 µM]	4.6%	1.5	2.0%	21.7	-0.2	7.3%	-0.2%
CCc1nc(NCCCn2ccnc2)c2oc3ccccc3c2n1	2.6%	0.1	-3.1%	4.6%	-3.3	-4.0%	-10.3	8.1	-3.9%	-4.7%
N#CCC(=O)Nc1ccc(C(=O)OCC(=O)N(Cc2ccccc2)C2CCS(=O)(=O)C2)cc1 (stereo not drawn)	-0.5%	-1.4	-1.9%	-2.1%	-6.8	?	18.4	-1.3	-1.6%	-0.1%
O=C(NCc1ccccn1)c1ccc(S(=O)(=O)Nc2ccccc2F)cc1	-6.0%	/	-0.6%	3.2%	-25.1	-1.6%	-12.8	-23.4	73.8%	3.0%
